Compound activity: PubChem, National Center for Advancing Translational Sciences (NCATS)
TDP1 cell CPT – growth inhibition of DT40 Tdp1-/-;hTDP1 cells with camptothecin (screen for TDP1 inhibitors) | 420,000 compounds, 12% hits | chicken DT40 Tdp1-/-;hTDP1 cells + 20 nM CPT, ATP luminescence, 48 h | Potency, µM (titrated, usually from 46.2 µM), for inactives: at the top dose activity change, negative = growth inhibition, usual class: inhibitors; further: nearly all actives have a fitted effect of over 55% in size
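Chicken DT40 Tdp1-/- cells stably complemented with human TDP1 were seeded at 400 cells/well in medium containing 20 nM camptothecin, exposed to pin-transferred compounds, and grown at 37 °C for at least 48 hr. Viability was read as ATP luminescence.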
TDP1 block – blocks human tyrosyl-DNA phosphodiesterase 1; Q9NUW8; recombinant TDP1, AlphaScreen DNA substrate cleavage; Potency, µM (series often up to 130 µM), for inactives: at the highest dose activity change, negative = inhibition, hits mostly inhibitors; 350,000 compounds, 0.28% hits; further: nearly all actives have a fitted effect of over 40% in size
Target sequence (Q9NUW8 whole entry, looked up): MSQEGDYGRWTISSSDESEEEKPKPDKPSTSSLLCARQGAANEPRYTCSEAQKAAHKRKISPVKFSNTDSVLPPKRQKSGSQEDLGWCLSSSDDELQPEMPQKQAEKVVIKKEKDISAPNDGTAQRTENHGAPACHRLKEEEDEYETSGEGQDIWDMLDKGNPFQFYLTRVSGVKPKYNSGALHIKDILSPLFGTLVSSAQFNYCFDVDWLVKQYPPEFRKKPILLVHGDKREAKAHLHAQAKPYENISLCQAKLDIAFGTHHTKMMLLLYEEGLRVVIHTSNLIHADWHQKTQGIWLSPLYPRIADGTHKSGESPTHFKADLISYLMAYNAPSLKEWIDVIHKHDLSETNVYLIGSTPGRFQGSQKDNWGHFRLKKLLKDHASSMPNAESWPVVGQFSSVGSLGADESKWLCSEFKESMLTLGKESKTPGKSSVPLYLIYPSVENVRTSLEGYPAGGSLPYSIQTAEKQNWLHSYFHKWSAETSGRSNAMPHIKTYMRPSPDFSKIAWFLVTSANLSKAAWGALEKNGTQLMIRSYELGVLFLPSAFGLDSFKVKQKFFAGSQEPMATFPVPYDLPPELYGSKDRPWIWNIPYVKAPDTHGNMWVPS
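Here, a 5' biotin and 3' phosphotyrosine-FITC DNA oligonucleotide reports Tdp1 activity: intact substrate bridges AlphaScreen beads, while cleavage leaves a 3' phosphate and drops signal. All incubations at room temperature.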
TDP1 cell noCPT – qHTS for Inhibitors of human tyrosyl-DNA phosphodiesterase 1 (TDP1): qHTS in cells in absence of CPT; DT40 Tdp1-/- hTDP1 cells, no CPT, ATP luminescence, 48 h; Potency, µM (titrated, usually from 46.2 µM), without a hit: at the highest dose activity change, negative = growth inhibition, most hits filed as inhibitors; 420,000 compounds, 15% hits; further: nearly all actives have a fitted effect of over 55% in size
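Growth of hTDP1-complemented DT40 Tdp1-knockout cells is measured by ATP luminescence after at least 48 hr compound exposure at 37 °C, with DMSO substituting for the 20 nM CPT used in the parallel screen.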
Numbers without * were called inactive; ? = inconclusive; nt = no result given; [ ] = dose if it differs, or a comment. The call rests on the fitted dose curve; in most records, active means well fitted curve in the direction sought with a large enough effect; inconclusive means small, poorly fitted or top-dose-only effect, or another doubt; inactive means no such curve, though single readings can be large; an effect the other way counts as inactive or inconclusive. On the % scale 0 is the no-effect control and ±100 the full control effect; potency means the concentration at half of the fitted maximal effect. Random draw from the library; overall some 18% were active at least once.

SMILES | TDP1 cell CPT | TDP1 block | TDP1 cell noCPT
COc1ccc(OCCCn2c(C)nc3cc(C)c(C)cc32)cc1 | 12µM* | 2% | 10µM*
COc1ccc(-c2cccc(NS(=O)(=O)c3ccc(NC(C)=O)cc3)c2)nn1 | 18µM* | 7% | 15µM*
CCCCNC(=O)c1nnn(-c2ccccc2)c1N | -26% | 2%[56.1 µM] | -17%
O=C(c1ccco1)N1CCN(C(=O)c2ccco2)CC1 | 10% | nt | 1%
N#Cc1cc2ccccc2nc1SCC(=O)Nc1ccccc1N1CCOCC1 | -13% | 4% | ?
Cc1ccc(C)c(N/C=C(\C#N)c2nc3ccccc3o2)c1 | -13% | nt | -9%
C=CC(COCc1ccccc1)N([C@@H](Cc1ccccc1)C(=O)OC)S(=O)(=O)c1ccccc1Br (stereo not given in full) | ? | -1% | 23µM*
COc1ccc(CN(C)C(=O)c2ccc(NS(=O)(=O)c3ccc4[nH]c(=O)[nH]c4c3)cc2)c(OC)c1OC | 6% | 0% | 6%
CCCOc1ccc(/C(O)=C2/C(=O)C(=O)N(CCCn3ccnc3)C2c2ccco2)cc1 (stereo not given) | -10% | 2% | -7%
Cc1noc(NS(=O)(=O)c2ccc(NC(=O)C34CC5CC(C3)CC(n3cnc(Br)n3)(C5)C4)cc2)c1C | 11% | 8% | -18%
Cc1ccc2nc(C)c(C(=O)NN=C3CCN(C)CC3)n2c1 | 6% | 7% | 8%
COc1cc(-c2noc(CCCC(=O)NC3CCCCC3)n2)cc(OC)c1OC | -4% | -2% | -15%
CC1CCCCN1C(=O)Cn1c(=O)n(-c2ccc(Cl)cc2)c(=O)c2c3c(sc21)CCC3 (stereo not given) | -17% | 3% | ?
CCC1=[N+](CC(=O)c2ccc(C)cc2)CCn2cccc21 | 4.1µM* | 8% | 5.2µM*
CCOC(=O)c1ccc(Nc2nnc(C)c3ccccc23)cc1 | -12% | nt | 16µM*
COc1ccc(S(=O)(=O)N2CCC3(CC2)OCCO3)cc1 | 12% | 0% | -11%
CN1CCN(CCCCOc2cccc3ccccc23)CC1 | ? | nt | 16µM*
Cn1c(SCC(=O)N2CCN(Cc3ccccc3)CC2)nnc1-c1ccncc1 | -10% | 7% | -7%
Cc1nn(C)cc1/C=N/NC(=O)c1sc2ccccc2c1Cl | ? | 4% | ?
CC12CC(NC(=O)N1c1cccc(C(=O)NCc3ccc4c(c3)OCO4)c1)c1cc(Cl)ccc1O2 (stereo not given) | 18µM* | 5% | 18µM*

Full records as entered above:
Cc1ccc2nc(C)c(C(=O)NN=C3CCN(C)CC3)n2c1 across the screens: TDP1 cell CPT = 6%; TDP1 block = 7%; TDP1 cell noCPT = 8%
C=CC(COCc1ccccc1)N([C@@H](Cc1ccccc1)C(=O)OC)S(=O)(=O)c1ccccc1Br (stereo not given in full) across the screens: TDP1 cell CPT = ?; TDP1 block = -1%; TDP1 cell noCPT = 23µM*

Gathered by group, those above with bromine
SMILES | TDP1 cell CPT | TDP1 block | TDP1 cell noCPT
C=CC(COCc1ccccc1)N([C@@H](Cc1ccccc1)C(=O)OC)S(=O)(=O)c1ccccc1Br (stereo not given in full) | ? | -1% | 23µM*
Cc1noc(NS(=O)(=O)c2ccc(NC(=O)C34CC5CC(C3)CC(n3cnc(Br)n3)(C5)C4)cc2)c1C | 11% | 8% | -18%

(next part)
SMILES | TDP1 cell CPT | TDP1 block | TDP1 cell noCPT
[O-][N+](=Cc1ccccc1)CC1(O)CCCCC1 | 0% | nt | -10%
COc1ccc(S(=O)(=O)N2CCOCC2)cc1C(C)C | ? | 3% | -24%
CC(=O)c1cccc(NS(=O)(=O)c2c(C)noc2C)c1 | 2% | 1% | 0%
Cc1cccc(-n2ncc3c(NCc4ccccc4)ncnc32)c1 | 4.6µM* | -1% | 6.5µM*
C=CCNC(=O)CN1C2CCCC1CC(NC(=O)c1ccccc1C)C2 (stereo not given) | ? | -5% | -10%
CCc1nn(CC(=O)Nc2ccc(C)cc2C)c(=O)c2cc3sccc3n12 | -16% | 6% | ?
O=C(O)c1cc(-c2ccc(Cl)cc2)n(-c2ccc(Cl)cc2)n1 | 0% | 12% | 1%
CCc1nn2c(=O)cc(COC(=O)c3cccc(NC(=O)c4cccs4)c3)nc2s1 | ? | -1% | 15µM*
CC(=O)c1ccc(NC(=O)c2cc(CC(C)C)on2)cc1 | -3% | 8% | -11%
CCS(=O)(=O)c1nc(S(=O)(=O)c2ccc(C)cc2)c(N2CCCC(C)C2)s1 (stereo not given) | -29% | 3% | -19%
C[C@H](CO)N1C[C@H](C)[C@@H](CN(C)S(=O)(=O)c2cccc(C#N)c2)OCc2cn(nn2)CCCC1=O | 8% | nt | -26%
CCn1cnc2sc(C(=O)Nc3ccc4c(c3)OCO4)c(C)c2c1=O | -18% | 1% | -19%
CC1CCCCN1C(=O)CNCC1CCCO1 (stereo not given) | 11% | 0% | 8%
O=C(Nc1ccncc1)c1ccc(Cl)c([N+](=O)[O-])c1 | 12µM* | nt | 15µM*
CC1=C(C(=O)Nc2ccccc2C(=O)N2CCN(c3ccccc3)CC2)SCCO1 | ? | nt | 18µM*
Oc1ccc(/C=N/n2c(C3CCCCC3)n[nH]c2=S)c(O)c1 | -34% | nt | 3%
CCN(CC)S(=O)(=O)c1ccc(N/N=C/c2cccnc2)nc1 | -14% | 2% | -24%
Cc1cccc(-c2nnnn2-c2cccc(C)c2)c1 | 6% | -1% | -10%
Cc1cn2c(=O)cc(COC(=O)c3ccc(NC(=O)C(C)Oc4ccccc4)cc3)nc2s1 (stereo not given) | -7% | 4% | 0%
CCOc1ccc(/C=N/Nc2nc(C)cs2)c(O)c1 | 10µM* | nt | ?
CN(CCc1ccccc1)C(=O)c1ccc(NC(=O)Cc2cccc(NC(=O)C3CCN(C(=O)C4CCC4)CC3)c2)cc1 | 16µM* | nt | 21µM*
CCc1ccc2oc(=O)cc(CN3CCCCC3C)c2c1 (stereo not given) | ? | -11% | ?
COc1cc2c(=O)n(Cc3ccccc3Cl)c(=O)n(CC(=O)Nc3ccccc3)c2cc1OC | ? | 2% | ?
O=C(c1ccncc1)N1CCN(S(=O)(=O)c2ccccc2F)CC1 | 2% | 1% | 1%
COc1cccc(CNC(=O)c2cc(=O)[nH]c3ccc(S(=O)(=O)N4CCOCC4)cc23)c1 | -1% | -9% | -4%
CNC(=S)N1CCc2sccc2C1C (stereo not given) | 20% | 0% | 14%
CN(c1ccccc1C(=O)Nc1ccc(F)c(Cl)c1)S(C)(=O)=O | 7% | -5% | -7%
O=[N+]([O-])c1ccc(NNS(=O)(=O)c2cc(Cl)ccc2Cl)nc1 | 21µM* | 5% | ?
N#CCSc1nnc(C2CCCCC2)n1Cc1ccccc1 | 10µM* | 0% | -22%
CCOC(=O)C1=C(C)N(C)C(C)=C(C(=O)OCC)C1c1ccncc1 | -19% | 2% | ?
O=C(CCC(=O)CCN1CCCCC1)CCN1CCCCC1 | 13µM* | 1% | 21µM*
O=C(NCCN1CCOCC1)c1ccc(F)cc1 | -2% | 2% | -7%
CCc1ccccc1N(C)C(=O)c1cc2c(s1)-c1c(C)cccc1OC2 | 23µM* | nt | 23µM*
CCCSc1nc(N)c(C#N)c(-c2ccc(C)cc2)c1C#N | -9% | 3% | -29%
COCCCNC(=O)c1cc2c(=O)oc3ccc(C)cc3c2s1 | 6.5µM* | 5% | 5.8µM*
CCN1C(=O)[C@H]2[C@@H](c3ccc(-c4ccc(OC)cc4)cc3)N3CCC[C@@]3(C(=O)OC)[C@H]2C1=O | ? | -6% | 15µM*
O=C1c2ccsc2SCCN1Cc1cccc(F)c1 | 4% | nt | -9%
CCCCn1c(SCC(=O)Nc2cc(C)on2)nc2ccsc2c1=O | ? | 0% | ?
CCn1cc(CNC(=O)CC2C(=O)NCCN2CC(c2ccccc2)c2ccccc2)cn1 (stereo not given) | -15% | nt | -1%
CCCN(C(=O)COC(=O)c1[nH]c(C)c(C(=O)OC)c1C)c1c(N)n(Cc2ccccc2)c(=O)[nH]c1=O | ? | 1% | -8%

Exported with two lines to a compound: part of the list above
Every second line gives: TDP1 cell CPT | TDP1 block | TDP1 cell noCPT
> Cc1cccc(-n2ncc3c(NCc4ccccc4)ncnc32)c1
→ 4.6µM* | -1% | 6.5µM*
> O=C(NCCN1CCOCC1)c1ccc(F)cc1
→ -2% | 2% | -7%
> O=C(O)c1cc(-c2ccc(Cl)cc2)n(-c2ccc(Cl)cc2)n1
→ 0% | 12% | 1%
> COCCCNC(=O)c1cc2c(=O)oc3ccc(C)cc3c2s1
→ 6.5µM* | 5% | 5.8µM*

Next part.
SMILES | TDP1 cell CPT | TDP1 block | TDP1 cell noCPT
COc1ccc(OC)c(C(=O)CSc2nnnn2C)c1 | -8% | 5% | 4%
Cc1cccc[n+]1CCCCCCCCCC[n+]1ccccc1C | ? | -6% | 3%
O=C(N/N=C/c1ccc([N+](=O)[O-])o1)c1cc(-c2ccc(-c3ccccc3)cc2)nc2ccccc12 | 4.1µM* | -2% | 0.46µM*
Cn1c(C(=O)OC(C(=O)NCC2CCCO2)c2cccnc2)cc2sccc21 (stereo not given) | -5% | 6% | -38%
Cc1nnc(NC(=O)CSc2nccn2Cc2ccc(Cl)cc2)s1 | ? | 8% | ?
N#C/C(=C\c1c(Cl)cccc1Cl)c1nc2ccccc2[nH]1 | ? | 5% | -26%
O=C(CCC(=O)Nc1cccc(Cl)c1)N/N=C/c1cc([N+](=O)[O-])ccc1O | ? | 10% | ?
COc1cc([N+](=O)[O-])ccc1NC(=S)NNC(=O)CCC(=O)Nc1ccccc1Cl | -13% | 4% | 14%
CCS(=O)(=O)NCCc1cc2ccc(C)cc2[nH]c1=O | 3% | 6% | -26%
CCOC(=O)C1(C)CCN1C(=O)c1ccccc1OC(F)(F)F (stereo not given) | -17% | nt | -12%
O=C(c1csnn1)N1CCC2(CCCN(c3cccc(-c4ccccc4)c3)C2)CC1 | 12% | nt | ?
COc1cc(C(=O)N2CCN(c3cccc(C(F)(F)F)c3)CC2)ccc1OCC(=O)N1CCOCC1 | 23µM* | nt | 21µM*
CCc1cc(=O)oc2cc(OCC(=O)OC)c(Cl)cc12 | -4% | 9% | -4%
Cc1csc(NC(C)c2nc3cc(Cl)c(Cl)cc3n2CCCO)n1 (stereo not given) | ? | nt | -17%
CCNC(=S)NNC(=O)c1ccncc1 | 3% | 3% | 3%
Cc1cccc(C)c1NC(=O)CN(C)C(=O)c1cccc(S(=O)(=O)N2CCN(C)CC2)c1 | ? | -2% | ?
Cc1cc(C(=O)OCC(=O)NC2CC2)ccc1[N+](=O)[O-] | -3% | 0% | -5%
COc1cc(OC)c(C=NNC(=S)NC23CC4CC(CC(C4)C2)C3)c(OC)c1 | 6.5µM* | nt | 6.5µM*
Cn1c(COc2ccccc2)nnc1SCc1nc2ccccc2[nH]1 | -19% | 7% | -23%
O=C1S/C(=C/c2ccccc2F)C(=O)N1CCN=C1NS(=O)(=O)c2ccccc21 | 16µM* | 1% | ?
O=C(c1ccc(-c2cccc(Cl)c2)o1)N1CCN(c2ccc([N+](=O)[O-])cc2)CC1 | ? | 3% | 21µM*
Cc1cccc(-n2c(C)c(-c3ccccc3)[nH]c2=S)c1 | ? | nt | ?
Fc1ccccc1Cc1noc(CN2CCN(C/C=C/c3ccccc3)CC2)n1 | 18µM* | nt | 18µM*
CN(Cc1ccc(OC(F)F)cc1)C(=O)C1CCN(S(=O)(=O)c2ccc3c(c2)OCCO3)CC1 | ? | 1% | ?
CCOc1ccc(CNn2cnnc2)cc1 | 16µM* | nt | ?
COc1cccc(NC(=O)CSC2=Nc3ccccc3C3=NC(CC(=O)NCc4ccccc4OC)C(=O)N23)c1 (stereo not given) | ? | 1% | ?
COc1ccc(S(=O)(=O)N2CCC(C(=O)NCC3CCCO3)CC2)cc1OC (stereo not given) | 6% | 3% | 8%
O=C(NCCNC(=O)c1cccc(O)c1)c1cccc(O)c1 | -12% | nt | ?
COc1ccc(C(=O)/C=C/Nc2ccc(S(=O)(=O)Nc3cc(OC)nc(OC)n3)cc2)c(OC)c1 | 0% | nt | ?
COc1ccc(C2CC(C(F)(F)F)n3ncc(C(=O)NCc4cccnc4)c3N2)cc1OC (stereo not given) | -2% | 0% | -12%
CC(C)OCCCNC(=O)CN1C(=O)c2ccccc2Sc2ncccc21 | -5% | 0% | -16%
O=C(NCCCn1cccn1)c1cc(COc2ccccc2)on1 | ? | nt | ?
CS(=O)(=O)N1CCc2cc(-c3csc(NC(=O)Cc4cccs4)n3)ccc21 | 13µM* | 5% | 8.2µM*
O=C(N/N=C/c1cc2c(c([N+](=O)[O-])c1)OCO2)c1ccncc1 | 2% | nt | 0%
